FAS TE block = FAS thioesterase domain inhibitors, primary screen, biochemical, fluorescence intensity, uHTS; recombinant FAS-TE, OMFH fluorogenic substrate, fluorescence endpoint; Fatty acid synthase (Homo sapiens), P49327; inhibition, % at 15 µM; actives 0.67% (n = 360,000);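 active = compounds whose normalised, plate-corrected inhibition of enzyme fluorescence in the single-dose primary screen is 50% or more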;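 note: 0% = DMSO with enzyme and 100% = substrate without enzyme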
Rin1 Abl inh = inhibitors of Rin1-Abl protein binding, primary screen, biochemical, TR-FRET | actives 0.4% (n = 360,000) | AID 588664, 2011 | inhibition, % at 7.35 µM; in the data active = inhibition above about 5%, passing the limit was not always enough
MLLE-PAM2 inh = inhibitors of PABP1 MLLE–PAM2 peptide binding, primary screen, biochemical, fluorescence polarization, FITC-PAM2, GST-MLLE; Polyadenylate-binding protein 1 (Homo sapiens), P11940; inhibition, % at 20 µM; actives 0.36% (n = 360,000); in the data active = inhibition above about 35%, passing the limit was not always enough;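 note: plate controls were DMSO wells with GST-MLLE for no effect and wells lacking GST-MLLE protein for full effect; some results filed as inactive read as strong as hits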
MsrA act = bovine MsrA enzyme activators, primary screen, biochemical, absorbance, HTS; purified bovine MsrA, absorbance read-out; actives 0.3% (n = 360,000); activation, % at 10.6 µM; AID 602163, 2012; in the data active = activation above about 7.5%;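 note: 0% = vehicle and 100% = reference activator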
eLon inh = inhibitors of E. coli Lon protease, primary screen, biochemical, fluorescence polarization | P0A9M0 | actives 0.42% (n = 360,000) | AID 602123, 2011 | purified E. coli Lon protease | inhibition, % at 7.94 µM; in the data active = inhibition above about 13%, passing the limit was not always enough;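 note: 0% = enzyme with probe and DMSO and 100% = no enzyme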
Neddyl block = inhibitors of cullin neddylation, primary screen, biochemical, TR-FRET, uHTS, NAE and Ubc12. NEDD8-conjugating enzyme Ubc12 (Homo sapiens) + NEDD8-activating enzyme E1 regulatory …. calls only at 25 µM. actives 0.58% (n = 360,000); in the data active = inhibition above about 36%
CSN inh = inhibitors of CSN-mediated cullin deneddylation, primary screen, biochemical, fluorescence polarization, uHTS | Purified CSN, SCF-Nedd8-OG deneddylation | inhibition, % at 12.5 µM | COP9 signalosome complex subunit 5 (Homo sapiens), Q92905 | AID 651999, 2013 | actives 0.38% (n = 360,000);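 active = pattern-corrected inhibition above about 35%, with an unprinted fluorescence ratio check between 0.5 and 1.5, limit read from the data, passing the limit was not always enough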;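 note: 0% = enzyme with substrate and 100% = substrate without enzyme; some results filed as inactive read as strong as hits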
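test system = HEK293T-derived human Csn5 enzyme | amount = 0.24 nM Csn5 enzyme, final concentration | medium = Tris/NaCl/DTT buffer, pH 7.5 | schedule = 90 min reaction at room temperature | signal = FP | evaluation = inhibition of Csn5 cleavage, % | compound dosing = single dose of 12.5 µM compound with 0.25% DMSO | probe or stimulus = 10 nM SCFSkp2-Nedd8OG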
Tb MetRS inh = T. brucei MetRS inhibitors, primary screen, biochemical, luminescence; actives 0.4% (n = 360,000); AID 624268, 2012; methionyl-tRNA synthetase (Trypanosoma brucei brucei); purified T. brucei MetRS, ATP depletion, Kinase-Glo luminescence; inhibition, % at 11.9 µM;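 active = inhibition above a per-plate cutoff of the control wells' mean inhibition plus 3 SD, cut at about 5.5% in these data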;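 note: 0% = DMSO wells median and 100% = median of wells with control inhibitor compound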
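Material: parasite MetRS enzyme / Replication: singlicate, one well per compound / Signal: luminescence of leftover ATP / Schedule: 2 h aminoacylation at 25 °C after 15 min preincubation / Medium: HEPES-MgCl2-KCl buffer plus DTT, spermine, BSA, pyrophosphatase / Doses: 11.9 µM single point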
MsrA inhibitor = bovine MsrA enzyme inhibitors, primary screen, biochemical, absorbance, HTS | Methionine sulfoxide reductase A (Bos taurus) | purified bovine MsrA, absorbance read-out | inhibition, % at 15.5 µM | actives 0.75% (n = 360,000); in the data active = inhibition above about 4.5%;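 note: 0% = vehicle wells with enzyme and 100% = reference inhibitor wells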
Numbers without * were called inactive; i = inactive; . = not tested or not shown.

SMILES | FAS TE block | Rin1 Abl inh | MLLE-PAM2 inh | MsrA act | eLon inh | Neddyl block | CSN inh | Tb MetRS inh | MsrA inhibitor
Cc1nn(CC(=O)NC(C)C(C)C)c(C)c1S(=O)(=O)N1CCCCC1 (centres undefined) | -7 | 3 | 7 | -11 | -4 | i | 3 | -0.8 | -0.9
COC(=O)c1ccccc1S(=O)(=O)N1Cc2cc([N+](=O)[O-])ccc2Oc2ccccc21 | 24 | -2 | 1 | -2 | -10 | i | 3 | 0.3 | 1.0
CCN1CCN(Cc2nc3c(c(=O)n(C)c(=O)n3C)n2C(C)C(C)=O)CC1 (centres undefined) | -9 | -1 | -1 | -2 | 6 | i | -3 | -0.6 | 0.6
CCN1CC(CN(C)Cc2nc(-c3cccs3)no2)CC1=O (centres undefined) | -6 | -2 | 8 | -2 | -1 | i | -3 | 0.5 | -1.2
O=C(Nc1ccc2c(c1)oc1ccccc12)N1CCOCC1 | -4 | 1 | -2 | 1 | -7 | i | 1 | -0.2 | 0.7
CC1(c2ccc(OCC(N)=O)cc2)NC(=O)NC1=O (centres undefined) | -5 | 3 | -6 | -5 | 11 | i | 5 | -0.6 | 1.3
CCC(Sc1nc2ncccc2[nH]1)C(=O)N1CCOCC1 (centres undefined) | -9 | 4 | -19 | -3 | -2 | i | -2 | 0.0 | 0.5
COc1ccc(C2/C(=C(/O)c3ccc4c(c3)CC(C)O4)C(=O)C(=O)N2Cc2cccnc2)cc1 (centres undefined) | -5 | -5 | 4 | -2 | 3 | i | 2 | -0.4 | 1.5
COc1ccc(CC(=O)N2CCN(c3ccccn3)CC2)cc1 | -11 | 2 | -18 | -5 | 19 | i | 2 | -0.8 | -0.5
Cc1ccccc1Cc1c(C)nc2c(C(=O)N3CCN(Cc4ccc5c(c4)OCO5)CC3)cnn2c1C | 20 | -3 | -17 | -2 | -5 | . | 2 | -0.7 | -0.4
CSCCC(C(=O)NC(C)(C)C)n1c(-c2ccc(C)cc2)nc2ccccc21 (centres undefined) | . | . | . | . | . | i | 1 | -0.1 | -0.1
COc1cc(O)c(C(C)=O)c(OC)c1 | 0 | -3 | -2 | 0 | 4 | i | -4 | -0.6 | 1.6
O=C(CSc1nc(=O)n2ccccc2n1)OCc1ccccc1 | -6 | -2 | -13 | -5 | -20 | i | -2 | -0.2 | 3.0
CCNC(=S)N1CCC(C(=O)c2ccc(F)cc2)CC1 | -13 | -6 | -142 | 0 | 10 | i | -2 | -0.3 | 0.2
COc1ccc(C2CC3(O)NC(=O)C(C#N)(C3C)C2(C#N)C#N)cc1 (centres undefined) | -5 | 4 | 6 | -4 | 7 | i | 0 | -0.4 | 3.0
COc1cccc(C(c2sc3nc(C)nn3c2O)N2CCN(c3ccccc3F)CC2)c1 (centres undefined) | 1 | 3 | -5 | 5 | -1 | i | -4 | 0.7 | .
CNC[C@@H]1OCc2ccccc2-c2ccccc2C(=O)N([C@@H](C)CO)C[C@@H]1C | -10 | 0 | 5 | -4 | 0 | i | -1 | -1.3 | 1.3
CSc1n[nH]c(NCc2ccccc2)n1 | -7 | 2 | -7 | -4 | -11 | i | -5 | -0.5 | -1.0
Cc1cc(C)c2oc(=O)cc(CN3CCN(Cc4ccc5c(c4)OCO5)CC3)c2c1 | 23 | -3 | -2 | -9 | -13 | i | 5 | -1.9 | 0.2
COc1ccc(C(=O)N2CCC(n3nccc3NC(=O)C3CCOC3)CC2)cc1 (centres undefined) | -4 | 5 | 15 | -3 | -3 | i | 5 | -0.3 | 1.2
COc1ccc(NC(=O)COC(=O)c2cc(OC)c(OC)c(OC)c2)c([N+](=O)[O-])c1 | -9 | -2 | -2 | -7 | 1 | i | 0 | 0.1 | -0.3
Cn1c(Cl)c(/C=N/OC(=O)C2CC2)c2ccccc21 | 12 | 0 | -10 | -3 | 9 | i | 6 | 0.0 | 1.1
Cc1cccc([C@@H]2[C@@H]3C(=O)N(Cc4ccccc4)C(=O)[C@@H]3[C@]3(CC(C)C)C(=O)N(c4cccc(Cl)c4)C(=O)N23)c1 | 72* | 2 | 0 | 0 | 10 | i | -4 | -0.2 | 0.0
O=C(NCc1ccc(Cl)nc1)c1ccc2nc([C@@H]3O[C@H](CO)[C@H](O)[C@H](O)[C@H]3O)[nH]c2c1 | -6 | -1 | -1 | -8 | -6 | i | 1 | -0.1 | 0.5
Cc1sc2nc[nH]c(=O)c2c1-c1ccc(F)cc1 | -1 | 2 | 9 | -11 | -5 | i | 7 | -2.1 | 0.6
O=C(CSc1nnc(-c2cccs2)n1-c1ccccc1)N1CCOCC1 | -9 | 0 | -9 | -2 | 8 | i | 4 | -0.3 | 0.2
Cc1ccc2nc(N3CCN(C(=O)c4ccc(F)cc4)CC3)c(C#N)cc2c1 | -11 | 2 | -2 | 1 | -17 | i | 1 | 0.1 | 0.1
COc1cc(C(=O)NCC(c2ccco2)N2CCCC2)ccc1OCc1ccc(Cl)cc1Cl (centres undefined) | 37 | 0 | 6 | 0 | 1 | i | -5 | 0.5 | -1.3
Cc1ccc(C(=O)OCC(=O)N2CCC(Cc3ccccc3)CC2)cc1N | 9 | -1 | 0 | -4 | -12 | . | 1 | -0.1 | -1.3
CCc1nnc(NC(=O)CC23CC4CC(CC(C4)C2)C3)s1 | 1 | -1 | 0 | -5 | -1 | i | 0 | -0.9 | -1.1
CC(Nc1c([N+](=O)[O-])c(=O)oc2ccccc12)c1ccccc1 (centres undefined) | 8 | -6 | -6 | -11 | 1 | i | 7 | 0.0 | 25*
N#Cc1ccc(CSc2ccc(S(=O)(=O)N3CCCC3)cn2)cc1 | 64* | 1 | 3 | -7 | 4 | i | 2 | -0.2 | 0.3
CC(=O)N1CCN(c2ccc(NCc3ccc(F)cc3)cc2)CC1 | -4 | -5 | 10 | 1 | 2 | i | 0 | -0.4 | -1.0
CCn1c2ccccc2c2nnc(SCCN3CCOCC3)nc21 | -4 | -4 | 23 | -3 | -7 | i | -2 | -1.0 | 1.3
CCCCOc1c(Cl)cc(CNC(C)(C)CO)cc1OCC | -5 | 0 | -8 | -4 | -7 | i | 7 | -0.7 | -1.5
O=C(N/N=C/c1cccc(NC(=O)c2ccc(Cl)cc2)c1)c1cccc(O)c1 | 3 | -1 | -5 | -2 | -1 | i | 1 | 0.1 | 1.1
CC(=O)Nc1cc(-c2ccccc2Cl)cn2c(-c3ccc(S(C)(=O)=O)cc3)cnc12 | 27 | -5 | -27 | 0 | -18 | . | -1 | -0.2 | 0.8
CCC(C)NCCOCCOc1cc(C)c(Cl)c(C)c1 (centres undefined) | -1 | -4 | 16 | -10 | 0 | i | 2 | -1.0 | -1.4
CCn1c(SCC(=O)NCc2ccc3c(c2)OCO3)nnc1-c1cccs1 | -6 | -4 | 11 | -7 | -12 | i | 0 | -0.8 | -0.3
COCCNc1ccc(-c2n[nH]c(=O)c3ccccc23)cc1[N+](=O)[O-] | -4 | -3 | -21 | 0 | -14 | i | 6 | -0.8 | -0.5
COc1ccc(C2C3=C(CCCC3=O)NC3=C2C(=O)c2ccccc23)cc1 (centres undefined) | 6 | -13 | -1 | -2 | 6 | i | -6 | 0.2 | -0.9
COc1ccc(CN2C(=O)CN=C2Nc2cccc(C)c2C)cc1 | -3 | -2 | 7 | -3 | -7 | i | 2 | -0.8 | 0.6
COc1cc(/C=N/n2c(C)n[nH]c2=S)ccc1OCc1ccccc1 | -5 | -1 | -83 | 2 | -13 | i | 1 | 0.7 | -0.5
Cc1c(Br)cc(C(=O)OC2CCN(C)CC2)c(C)c1C | -4 | 2 | -10 | -2 | -2 | i | 3 | 0.2 | -0.6
Cc1sc2ncnc(SCC(=O)NNC(=O)COc3cccc4ccccc34)c2c1C | -8 | 0 | 0 | -2 | -5 | i | 2 | -0.5 | -0.4
CCCNC(=O)OC1CC2CC1[C@H]1CCCCN1C2=O (some centres undefined) | -9 | . | . | -12 | -9 | i | 0 | -2.1 | 0.7
Cc1cccc(C)c1OCCOC(=O)c1ccc(S(=O)(=O)N2CCCC2)cc1 | 20 | 3 | -10 | -1 | -2 | i | -2 | -0.3 | 0.0
COc1ccc(CCNC(=O)CCCn2nc(C)c([N+](=O)[O-])c2C)cc1OC | -5 | -3 | -3 | -5 | 2 | i | 2 | -0.4 | -0.8
Cn1c(CC(=O)NN)c(Sc2ccccc2)c2ccccc21 | 4 | 0 | -20 | -1 | -1 | i | -4 | -0.4 | 1.6
CC(C)COC(=O)c1ccc2c(c1O)C(=O)c1ccccc1C2=O | 24 | 4 | -8 | -4 | -10 | i | -15 | -0.2 | 0.1

Following part
SMILES | FAS TE block | Rin1 Abl inh | MLLE-PAM2 inh | MsrA act | eLon inh | Neddyl block | CSN inh | Tb MetRS inh | MsrA inhibitor
C/C(CC(=O)Nc1cc(C)ccn1)=N\NC(=O)c1ccc(C(C)(C)C)cc1 | 2 | 1 | 12 | -3 | -6 | i | 4 | -0.2 | 0.8
CCOc1ccc(NC(=O)CCN2C(=O)C3CCCCC3C2=O)cc1OCC (centres undefined) | -5 | -3 | 1 | 4 | 9 | i | -1 | -0.5 | -1.2
CCCc1cc(=O)[nH]c(SCC(=O)N2CCc3ccccc32)n1 | 0 | -2 | 12 | -1 | -4 | i | -1 | -0.2 | -1.3
COc1ccc(Br)cc1/C=N/NC(=O)c1ccc(COc2ccc3c(c2)CCC3)o1 | -5 | -2 | -17 | -4 | -5 | i | 1 | -0.6 | 0.9
CCOC(=O)c1c(-c2ccccc2)oc2ccc(O)c(CN(C)C)c12 | -7 | -2 | -6 | 0 | 1 | i | -2 | -1.2 | 0.1
COc1ccc(S(=O)(=O)Nc2c(C)n(C)n(-c3ccccc3)c2=O)c(Cl)c1Cl | 6 | -2 | 7 | -9 | -2 | i | 3 | -0.8 | 0.8
Brc1ccsc1/C=N/Nc1ccccc1 | 27 | 1 | -14 | -1 | 0 | i | 7 | 2.1 | 0.7
Cc1cccc(-c2noc(CCCC(=O)N3CCOCC3)n2)c1 | -7 | 0 | 0 | -1 | 3 | i | 4 | 0.4 | -1.1
O=C(NCc1ccccc1CN1CCCC1)c1cc2cc(Cl)ccc2o1 | -2 | 0 | 3 | -1 | -7 | i | 3 | -0.1 | -1.2
Cc1ccc(-n2c(SCC(=O)O)nc3c(sc(=S)n3-c3ccc(C)c(C)c3)c2=O)cc1 | -3 | -2 | 12 | -3 | -8 | i | 6 | -0.8 | 3.0

By substructure: the entries above containing bromine
SMILES | FAS TE block | Rin1 Abl inh | MLLE-PAM2 inh | MsrA act | eLon inh | Neddyl block | CSN inh | Tb MetRS inh | MsrA inhibitor
Cc1c(Br)cc(C(=O)OC2CCN(C)CC2)c(C)c1C | -4 | 2 | -10 | -2 | -2 | i | 3 | 0.2 | -0.6
COc1ccc(Br)cc1/C=N/NC(=O)c1ccc(COc2ccc3c(c2)CCC3)o1 | -5 | -2 | -17 | -4 | -5 | i | 1 | -0.6 | 0.9
Brc1ccsc1/C=N/Nc1ccccc1 | 27 | 1 | -14 | -1 | 0 | i | 7 | 2.1 | 0.7
